PKA-R2B activ: activators of PKA-R2B holoenzyme, primary screen, biochemical, fluorescence polarization, Cy5-IP20, human. cAMP-dependent protein kinase catalytic subunit beta (Homo sapiens) + cAMP-dependent …. PKA-R2B holoenzyme dissociation; R2B truncated from residue 108, S112A mutant; 0% DMSO only, 100% 113 µM cGMP. activation, % at 11.4 µM. actives 0.079% (n = 340,000);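 active = activation above a cutoff set at the mean over all compounds plus 3 SD, cut at about 18% in these data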;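 note: higher means more holoenzyme dissociation and a rise in polarization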
dFosB activator: activators of delta FosB homodimer, primary screen, biochemical, fluorescence polarization, TAMRA-CDK5 oligo, single point. Protein FosB (Mus musculus), P13346. purified delta FosB; percent of positive-control signal above neutral wells. activation, % at 25 µM. actives 0.99% (n = 340,000). AID 493131, 2011;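 active = mean activation above about 17%, with every replicate also reaching it, limit read from the data, passing the limit was not always enough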;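 note: fluorescence polarization rise as delta FosB binds a TAMRA Cdk5 AP-1 oligo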
PKA-R1A activ: activators of PKA-R1A holoenzyme, primary screen, biochemical, fluorescence polarization, Cy5-IP20, bovine R1A, mouse PKAc. cAMP-dependent protein kinase type I-alpha regulatory subunit (Bos taurus) + …. AID 504707, 2011. actives 0.083% (n = 340,000). activation, % at 11.4 µM. PKA-R1A dissociation; scaled: DMSO 0%, 113 µM cGMP 100%;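 active = percent activation above the mean of all tested compounds plus 3 SD, cut at about 19% in these data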;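 note: higher means more PKAc released from R1A so a rise in polarization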
SR-BI HDL uptake: inhibitors of SR-BI mediated HDL lipid uptake, primary screen, ldlA[mSR-BI] cells, fluorescence, single point. ldlA[mSR-BI] CHO cells, DiI-HDL uptake fluorescence, 3 h. inhibition, % at 12.5 µM. actives 0.96% (n = 320,000);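 active = mean replicate inhibition of at least 70% and a set share of replicates each scoring 70 or more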;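 note: 0% = median of neutral control wells and 100% = median of positive control wells; values of inactives mirror those of a sister screen read the other way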
CDK5 inh: inhibitors of human CDK5/p35 kinase, primary screen, biochemical, single concentration; Recombinant CDK5/p35, ADP-Glo luminescence, 60 min; actives 0.01% (n = 330,000); inhibition, % at 10 µM; Cyclin-dependent kinase 5 (Homo sapiens) + Cyclin-dependent kinase 5 activator 1 (Homo …; AID 488839, 2010;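 active = highest replicate inhibition of at least 50% and at least 75% of replicates reaching 50%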;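 note: plate controls were DMSO neutral control for no effect and GW8510 at 10 µM for full effect; many of its hits are not listed in these tables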
SR-BI DiI-HDL act: activators of SR-BI mediated DiI-HDL uptake, primary screen, ldlA[mSR-BI] CHO cells, DiI fluorescence. 3 h; 100 = double the neutral-control signal. actives 0.096% (n = 320,000). activation, % at 12.5 µM;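 active = mean replicate activation of at least 60% and every replicate at or above 60%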;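 note: 0% = median plate neutral-control signal and 100% = twice that signal; values of inactives mirror those of a sister screen read the other way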
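Test system: SR-BI-overexpressing, LDLR-lacking CHO cells. Measured by: DiI fluorescence, bottom read. Medium: Ham's F12 with 0.5% BSA, HEPES 25 mM, pH 7.4. Timing: 3 h uptake period with compound, 37 °C.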
NSD2 inh: NSD2 histone methyltransferase inhibitors, primary screen, biochemical, AlphaScreen, single concentration, set 2 | Histone-lysine N-methyltransferase NSD2 (Homo sapiens), O96028 | NSD2 peptide methylation, 120 min | inhibition, % at 12.5 µM | actives 0.54% (n = 310,000) | AID 743445, 2014; in the data active = inhibition above about 50%
Arrestin-AP2 inh: inhibitors of beta-arrestin/AP2 binding, primary screen, biochemical, GPCR trafficking, flow cytometry; FITC-arrestin peptide / GST-AP2 beads; AP2 beta2 appendage carries R879A mutation; actives 0.31% (n = 340,000); inhibition, % at 10 µM; beta-arrestin 1 C-terminal peptide binding to AP2 beta2-adaptin appendage (human);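 active = inhibition above a set limit, near 3 SD of compounds lacking own fluorescence, cut at about 54% in these data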;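 note: plate controls were DMSO wells for no effect and 5 µM unlabelled arrestin peptide for full effect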
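Measured by: flow cytometry, FL1 (488/535 nm); Material: AP2 appendage R879A on GSH beads; Evaluation: percent response; Timing: pre-incubation 12 min, peptide binding 1 h, room temperature; Also added: 50 nM FITC-arrestin peptide; Medium: PBS with 0.05% Tween 20 and 0.1% BSA.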
Mot1-301 SUMO: yeast Mot1-301 growth rescue at high temperature, primary screen, SUMOylation pathway inhibitor project, S. cerevisiae, ATP luminescence, 38.5C; S. cerevisiae Mot1-301 growth rescue; percent above DMSO median, 100 means doubled; growth rescue, % at 18.8 µM; actives 1% (n = 320,000);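 active = every valid replicate shows activation above 250% relative to neutral control wells; inactive = the rest, any valid replicate at or below 250%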;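 note: OY570 slx delta 5 strain wells were the positive control but not used for scaling; some compounds called inactive have numbers as strong as hits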
Pemphigus Ab inh: inhibitors of pemphigus antibody binding to DSG3, primary screen, biochemical, bead-based, flow cytometry, scFv-GFP | Desmoglein-3 (Homo sapiens), P32926 | DSG3-coupled beads, scFv-anti-DSG3-GFP binding; active compounds read low | binding (percent of control), % at 10 µM | actives 0.48% (n = 310,000);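 active = binding more than 3 SD below its plate's average and above zero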;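 note: hits lower antibody fragment binding to DSG3; some compounds called inactive have numbers as strong as hits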
Target sequence (P32926 whole entry, looked up, the tested form may be a part): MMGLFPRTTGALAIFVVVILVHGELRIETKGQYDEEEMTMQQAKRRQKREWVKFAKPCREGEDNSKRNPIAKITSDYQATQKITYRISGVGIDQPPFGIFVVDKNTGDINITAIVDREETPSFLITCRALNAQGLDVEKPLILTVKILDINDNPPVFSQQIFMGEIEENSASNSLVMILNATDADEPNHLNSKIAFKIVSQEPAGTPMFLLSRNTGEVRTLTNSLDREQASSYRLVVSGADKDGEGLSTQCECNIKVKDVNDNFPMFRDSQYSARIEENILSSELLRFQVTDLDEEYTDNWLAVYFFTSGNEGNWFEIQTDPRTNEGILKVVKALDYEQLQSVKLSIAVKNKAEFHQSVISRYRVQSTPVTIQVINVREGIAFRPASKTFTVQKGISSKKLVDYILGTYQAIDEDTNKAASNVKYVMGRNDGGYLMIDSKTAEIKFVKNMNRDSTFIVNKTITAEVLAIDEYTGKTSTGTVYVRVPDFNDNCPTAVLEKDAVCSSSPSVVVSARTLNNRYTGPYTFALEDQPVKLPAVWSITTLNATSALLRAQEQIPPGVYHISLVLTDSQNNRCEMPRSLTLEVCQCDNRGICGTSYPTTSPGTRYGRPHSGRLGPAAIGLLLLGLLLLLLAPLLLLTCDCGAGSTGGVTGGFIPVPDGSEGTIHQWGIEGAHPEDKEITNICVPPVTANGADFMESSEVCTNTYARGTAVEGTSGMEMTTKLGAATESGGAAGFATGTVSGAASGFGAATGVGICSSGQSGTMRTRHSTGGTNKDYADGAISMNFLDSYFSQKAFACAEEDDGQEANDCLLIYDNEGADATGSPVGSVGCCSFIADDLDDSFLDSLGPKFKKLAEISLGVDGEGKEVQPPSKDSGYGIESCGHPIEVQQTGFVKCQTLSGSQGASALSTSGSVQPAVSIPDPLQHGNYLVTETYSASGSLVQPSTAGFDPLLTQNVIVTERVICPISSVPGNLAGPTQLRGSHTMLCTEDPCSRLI
MITF TRPM1 HTS: activators of MITF-driven TRPM1 promoter reporter, primary screen, cell-based, SK-MEL-5, luciferase, single point; SK-MEL-5 TRPM1-promoter luciferase, 24 h; % of positive control, neutral wells = 0; activation, % at 12.5 µM; actives 0.75% (n = 300,000); AID 588334, 2011;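 active = mean activation of at least 80% with every replicate also reaching 80%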;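 note: 0% = neutral control wells and 100% = parthenolide positive control wells; values of inactives mirror those of a sister screen read the other way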
The depositor's hits bear a star; / = no result given.

SMILES	PKA-R2B activ	dFosB activator	PKA-R1A activ	SR-BI HDL uptake	CDK5 inh	SR-BI DiI-HDL act	NSD2 inh	Arrestin-AP2 inh	Mot1-301 SUMO	Pemphigus Ab inh	MITF TRPM1 HTS
O=C(c1ccc(COc2ccccc2Br)o1)N1N=C(C(F)F)CC1(O)C(F)F (centres undefined)	-12.4	-2.1	-5.7	17.2	-0.7	-17.2	2.3	3.3	13.1	93.0	-2.1
CN(C)S(=O)(=O)c1cccc(-c2nnc(SCCNCCO)n2-c2ccc(F)cc2)c1	-7.7	-12.5	-3.9	-18.1	-4.8	18.1	15.5	-18.8	9.4	105.0	1.5
CC(C)(C)Nc1cccccc1=O	-9.5	-7.3	-13.2	-6.7	-0.9	6.7	2.4	0.4	219.9	93.7	/
COc1ccc(S(=O)(=O)N2CCC(O)(c3ccc(Cl)cc3)CC2)cc1OC	1.2	-12.1	-7.5	0.2	0.3	-0.2	17.8	-19.9	-4.4	/	/
CCOc1ccccc1NC(=O)NCc1ccccn1	-6.7	0.5	-10.0	10.3	0.5	-10.3	1.1	2.7	3.1	93.3	3.2
Cc1ccc2nc(-c3ccc(NC(=O)CSCC(=O)O)cc3)sc2c1	-9.9	-11.6	-7.4	/	-1.2	/	-1.5	11.6	0.3	88.9	103.0*
COc1cc(/C=N/NC(=O)c2cc(-c3cccs3)nc3ccccc23)ccc1O	-7.3	1.0	-10.5	47.8	1.4	-47.8	2.2	-12.4	-15.5	98.0	18.6
Cc1cccc(N2CC(C(=O)O)CC2=O)c1 (centres undefined)	-3.7	-1.0	4.7	-21.3	0.5	21.3	/	18.6	7.7	102.8	/
O=C(CN1CCCCCCC1)NC(=O)NC1CCCCC1	10.2	-17.6	2.8	4.6	-2.0	-4.6	-2.6	5.1	-2.3	99.4	25.4
CC(c1ccccc1)C1C(C#N)=C(N)SC(N)=C1C#N (centres undefined)	-4.6	1.7	-6.2	-14.5	0.7	14.5	0.7	2.1	263.0	107.1	/
COC(=O)NC(NC(=S)Nc1ccccc1OC)C(Cl)(Cl)Cl (centres undefined)	-2.8	7.0	-4.8	33.4	-0.5	-33.4	-1.6	-3.6	184.0	113.3	-7.1
CC1(C)CC(=O)C=C(NCc2ccccc2)C1	-9.2	-5.1	-11.9	-18.2	-0.7	18.2	-0.8	4.9	3.7	101.9	-6.6
CC1CCN(S(=O)(=O)c2cccc(C(=O)Nc3ccccn3)c2)CC1	12.6	3.1	-10.9	5.0	1.1	-5.0	-2.4	1.2	1.1	100.2	/
CC1C(=O)O[C@@H]2C[C@@H](C)[C@@H]3CCC(=O)[C@@]3(C)[C@@H](O)[C@H]12 (some centres undefined)	-9.1	-0.4	-1.1	-13.3	1.9	13.3	/	0.6	140.1	105.0	7.8
O=C(CCN1C(=O)S/C(=C/c2ccccc2)C1=O)Nc1ccc(C(=O)O)c(O)c1	-11.7	0.5	-2.8	-10.9	-0.2	10.9	12.4	-12.9	5.8	87.8	-12.0
O=C(CSc1nc2ccccc2o1)Nc1ccccc1	10.5	-0.1	-4.0	-9.9	-1.5	9.9	-4.5	23.1	15.4	/	20.2
COc1ccc(OC)c(S(=O)(=O)Nc2ccc(O)c3ccccc23)c1	-9.6	5.5	-8.0	6.1	4.0	-6.1	8.9	11.8	-13.5	97.3	-31.5
Cc1ccnn1-c1ccc(C(=O)N2CCCN(S(=O)(=O)c3ccc(F)cc3)CC2)cc1	-2.5	-8.9	2.1	6.7	-0.5	-6.7	-3.4	0.4	-6.6	102.5	2.9
NS(=O)(=O)c1ccc(NC(=O)Cn2nc(C(=O)O)c3ccccc3c2=O)cc1	4.7	-4.7	-2.3	-21.8	-0.8	21.8	0.7	1.0	77.5	85.8	4.1
CN(C)c1ccc(C(=O)NCC(c2cccs2)N2CCOCC2)cc1[N+](=O)[O-] (centres undefined)	-0.6	-3.8	0.5	11.4	-2.9	-11.4	1.7	4.8	-4.2	97.6	-1.3
COC(=O)c1cc(O)cc(OC)c1C(=O)c1c(O)cc(C)cc1O	-11.9	-6.4	-6.3	0.1	0.0	-0.1	/	5.8	33.3	/	2.5
O=S(=O)(NCc1cccnc1)c1cccc2nsnc12	-7.5	-4.9	-19.9	-15.6	3.6	15.6	-1.3	11.8	/	107.0	-7.6
O=C(N/N=C\c1cc([N+](=O)[O-])ccc1N1CCCC1)c1ccccn1	11.8	-3.5	2.7	72.8*	-1.2	-72.8	0.6	12.5	-1.9	110.4	10.6
Cc1nn(C)c(Cl)c1C(=O)NCC(=O)NCc1ccccc1	-6.0	4.0	0.2	9.8	0.2	-9.8	-2.7	12.5	5.3	93.4	6.0
CCC(Sc1nc(=O)cc(N)n1CCc1ccccc1)C(=O)Nc1ccccc1C#N (centres undefined)	-7.0	-3.3	-6.2	-4.0	0.5	4.0	-1.6	5.4	-1.0	96.2	-11.8

(more compounds)
SMILES	PKA-R2B activ	dFosB activator	PKA-R1A activ	SR-BI HDL uptake	CDK5 inh	SR-BI DiI-HDL act	NSD2 inh	Arrestin-AP2 inh	Mot1-301 SUMO	Pemphigus Ab inh	MITF TRPM1 HTS
Cc1cccnc1NC(=O)c1cccc(S(=O)(=O)N2CCN(c3ccccc3)CC2)c1	-10.6	-3.5	-7.2	24.7	0.7	-24.7	-6.8	-3.1	-7.9	95.6	-4.8
CCOc1ccc(-c2nc3scc(-c4cccs4)c3c(=O)[nH]2)cc1	-6.2	-12.5	-0.2	23.2	-1.1	-23.2	6.3	-8.8	-3.3	70.7*	23.0
Cc1cc(C(=O)c2cnc(/N=C/N(C)C)s2)c(F)cc1Cl	0.3	-5.6	-9.1	14.8	0.3	-14.8	-4.6	-12.7	47.0	/	9.2
Cc1[nH]c2ccccc2c1C(=O)CN1C(=O)NC2(CC(C)CC(C)(C)C2)C1=O (centres undefined)	-10.0	-10.5	2.6	0.5	0.3	-0.5	1.9	-11.2	17.9	87.2	-2.7
CC(C)Sc1nc(N2CCOCC2)c2c3c(sc2n1)COC(C)(C)C3	-6.0	-10.8	-6.5	8.3	-1.6	-8.3	-0.4	2.9	/	/	/
Cc1cc(C(=O)CSc2nnnn2C)c(C)n1C1CC1	0.5	-9.1	-7.7	-16.5	-1.9	16.5	4.0	-18.5	-19.3	95.5	17.5
O=C(CCOc1ccccc1)Nc1ccnn1C1CCN(Cc2ccc(F)cc2)CC1	-7.2	-9.3	8.6	-14.0	-5.1	14.0	-1.5	7.6	-8.1	106.3	0.4
COCCn1nnnc1C(c1cccc(OC)c1OC)N1CCN(C(=O)c2ccco2)CC1 (centres undefined)	-7.2	-0.1	5.4	/	1.6	/	-3.0	-2.2	-12.4	/	3.4
CC(C)Cn1c(=O)c(C(=O)Nc2cnccn2)c(O)c2ccccc21	-8.9	-2.0	-13.2	-11.2	8.2	11.2	/	4.3	4.3	101.7	5.9
CC(=O)c1ccc(NC(=O)C2CCCN2S(=O)(=O)c2cccc3cccnc23)cc1 (centres undefined)	-3.0	-8.7	-0.2	-21.8	0.2	21.8	/	4.3	242.3	106.2	5.2
COc1ccc(CC(=O)NCC(=O)Nc2ccccc2Br)cc1	13.6	-1.2	0.3	/	1.1	/	-6.2	17.9	-3.1	108.5	/
NS(=O)(=O)c1cc(C(=O)OCC(=O)NC2CC2)ccc1Cl	-1.6	-2.0	1.9	4.9	-0.8	-4.9	1.6	20.2	-6.1	114.0	-7.5
CS/C(=C(/C#N)S(=O)(=O)c1ccc(Cl)cc1)N1CCOCC1	/	-0.9	/	-10.0	-0.1	10.0	0.5	5.8	46.6	101.6	/
O=C(Nc1cccc2ncccc12)c1cccc(F)c1	-1.1	2.0	2.6	7.9	-1.5	-7.9	2.1	9.1	-1.0	107.2	3.0
COC(=O)C1=NN(C(=O)c2ccccc2)C(C)(O)C1 (centres undefined)	4.8	-4.2	-2.2	-12.1	1.8	12.1	-2.5	-0.4	276.2	101.8	-0.5
O=C(CCc1nnc(Cc2ccc(-c3ccccc3)cc2)o1)NCCc1cccnc1	-1.1	-13.0	-7.6	/	-0.5	/	-3.9	-0.9	-6.9	83.4	-3.1
N=c1c2c(-c3ccccc3)c(-c3ccccc3)n(Cc3ccccc3)c2ncn1CCCO	-0.6	-13.1	-10.4	-20.7	0.9	20.7	11.9	-4.4	144.5	/	/
CC(=O)c1cccc(NC(=O)CSc2nc(=O)n(CCN3CCOCC3)c3c2CCC3)c1	1.0	-3.5	4.5	11.3	-0.8	-11.3	24.6	3.6	-3.7	104.8	1.7
COCC1CCCN(C(=O)c2ccc3oc(Cc4ccc(Cl)cc4)nc3c2)C1 (centres undefined)	-8.9	-13.3	7.8	1.3	1.4	-1.3	-5.6	28.3	-6.2	100.8	7.7
O=C(CSc1nnc(-c2ccc(F)cc2)o1)N1CCCCC1	-4.1	4.2	-11.4	/	-0.5	/	1.8	-20.6	12.5	/	77.7

Four entries already listed, sorted by their value in PKA-R2B activ, highest first:
Molecule,PKA-R2B activ
Cc1nn(C)c(Cl)c1C(=O)NCC(=O)NCc1ccccc1,-6.0
CCC(Sc1nc(=O)cc(N)n1CCc1ccccc1)C(=O)Nc1ccccc1C#N (centres undefined),-7.0
COCCn1nnnc1C(c1cccc(OC)c1OC)N1CCN(C(=O)c2ccco2)CC1 (centres undefined),-7.2
COCC1CCCN(C(=O)c2ccc3oc(Cc4ccc(Cl)cc4)nc3c2)C1 (centres undefined),-8.9

Screening results (PubChem BioAssay)
